Screening results (PubChem BioAssay)
S-ASM inh: inhibitors of human secretory acid sphingomyelinase | 0.006% of 340,000 active | P17405 | AID 504937 | Potency, µM (doses to about 57.5 µM), inactives show at the top dose activity change, negative = inhibition, actives largely listed as inhibitors | placental ASM, HMU-PC fluorogenic substrate, 60 min; also: potency is read from the fitted curve at half-maximal effect
Target sequence (P17405 47-631 limits assumed): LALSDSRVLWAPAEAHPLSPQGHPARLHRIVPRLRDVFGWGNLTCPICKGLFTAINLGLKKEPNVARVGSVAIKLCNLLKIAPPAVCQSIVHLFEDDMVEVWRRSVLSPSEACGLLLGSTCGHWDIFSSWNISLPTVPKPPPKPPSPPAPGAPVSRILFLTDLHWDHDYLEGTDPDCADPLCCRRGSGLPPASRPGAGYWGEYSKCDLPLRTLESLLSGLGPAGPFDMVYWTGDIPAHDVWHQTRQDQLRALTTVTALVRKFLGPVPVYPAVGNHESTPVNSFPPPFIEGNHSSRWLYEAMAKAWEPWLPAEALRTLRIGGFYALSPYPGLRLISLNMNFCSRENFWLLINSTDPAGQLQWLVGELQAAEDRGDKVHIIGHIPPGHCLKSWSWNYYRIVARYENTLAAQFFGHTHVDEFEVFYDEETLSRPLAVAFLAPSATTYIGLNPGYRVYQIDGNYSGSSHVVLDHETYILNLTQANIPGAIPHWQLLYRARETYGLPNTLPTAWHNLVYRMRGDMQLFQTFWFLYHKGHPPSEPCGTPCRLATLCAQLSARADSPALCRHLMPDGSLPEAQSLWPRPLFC
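qHTS format. ASM enzyme prepared from human placenta hydrolyses the fluorogenic substrate HMU-PC0 (9 uM final) over 60 min at 37 °C after a 10 min compound preincubation.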
PTAP TSG101 blk: blocks PTAP/TSG101 interaction to inhibit HIV-1 budding; Q99816; Fluorescence polarization, FITC-PTAP peptide / Tsg101 binding; Potency, µM (titrated, usually from 115 µM), for the others: at the top dose activity change, negative = inhibition, most hits filed as inhibitors; 340,000 tested, under 10 active; AID 493005; active = well fitted inhibition curve with a large enough effect in the main read-out, with a control signal flat, not every such curve was filed as active; inconclusive = small, poorly fitted or top-dose-only effect, or effect the other way, or a change in a side signal; inactive = no such curve, though single readings can be large or run the other way; also: potency is read from the fitted curve at half-maximal effect; % of control where 0% means no effect
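Fluorescence polarization binding of Tsg101 binding domain (10 uM final) to FITC-labeled PTAP peptide (50 nM final) in HEPES pH 7.5 buffer with NaCl, Tween 20, EDTA, TCEP. Compounds added before peptide; binding 20 min at RT.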
TSHR antagonist: human thyrotropin receptor antagonism. activity change, negative = inhibition, % at 11.5 µM. 0.2% of 330,000 active. P16473. TSHR-expressing cells, TSH-stimulated cAMP HTRF, 2 h; stronger effect = lower value;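 active = activity change below a set negative limit, meaning inhibition stronger than a set level, cut at about -70% in these data; inconclusive = activity change between two set negative limits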; also: % is scaled to controls: 0 for no effect and ±100 for the full control effect
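Read-out is FRET at 665 nm (cryptate excitation 337 nm) from a cryptate-tagged anti-cAMP antibody, competed by cell cAMP against cAMP-d2. Compounds are tested on freshly harvested TSHR cells challenged with 4nM TSH (EC80) for 2 hours at 37 deg C.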
TCR activator: activates T cell receptor signaling; 330,000 tested, under 10 active; Potency, µM (series often up to 9.22 µM), for the others: at the top dose activation of IL-2 secretion, usual class: activators; AID 504894; primary human leukocytes, anti-CD3, IL-2 HTRF, 48 h; also: % of control where 0% means no effect
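Readout: HTRF IL-2, Eu-cryptate/d2 antibody pair, 320nm excitation, 665nm emission. Stimulus: a-CD3 beads, no co-stimulation. Cells: primary human leukocytes. Exposure: 48 hr with compound.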
Menin MLL FP TR: displaces Texas Red mutant MLL peptide from human menin | O00255 | Menin + Texas Red MLL mutant peptide, fluorescence polarization | Potency, µM (doses to about 61.6 µM), for the others: top-dose FP activity change, negative = inhibition, hits mostly inhibitors | 0.23% of 270,000 active | AID 1768; active = well fitted inhibition curve with a large enough effect in the polarisation, with a control signal flat, not every such curve was filed as active; inconclusive = small, poorly fitted or top-dose-only effect, or effect the other way, or a change in a side signal; inactive = no such curve, though single readings can be large or run the other way; the % refers to the polarisation; also: potency is read from the fitted curve at half-maximal effect; % of control where 0% means no effect; many of its hits are not listed in these tables
A-T KAP1 phos: potential ataxia-telangiectasia treatment; […] A-T fibroblasts, KAP-1 phosphorylation AlphaLISA; neocarzinostatin DNA damage 30 min before lysis; Potency, µM (top dose mostly 57.5 µM), for inactives: at the top dose activation, hits mostly activators; 0.19% of 320,000 active; AID 485349; also: potency is read from the fitted curve at half-maximal effect; % of control where 0% means no effect; nearly all actives have a fitted effect of over 45% in size
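ATM-like activity read as KAP-1 phosphorylation via AlphaLISA donor/acceptor antibody pairs after lysis and 6 hr at 25C. Cells were ATM-null patient fibroblasts ([…], hTERT), dosed 60 min, then exposed to the DSB inducer NCS for 30 min.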
MLL CXXC-DNA inh: blocks binding of human MLL CXXC domain to DNA; MLL-CXXC / FITC-HOXA9 DNA fluorescence polarization; 0.037% of 290,000 active; AID 2662; Potency, µM (doses to about 115 µM), without a hit: at the top dose activity change, negative = inhibition, most hits filed as inhibitors; Q03164; active = well fitted inhibition curve with a large enough effect in the polarisation, with a control signal flat, not every such curve was filed as active; inconclusive = small, poorly fitted or top-dose-only effect, or effect the other way, or a change in a side signal; inactive = no such curve, though single readings can be large or run the other way; the % refers to the polarisation; also: potency is read from the fitted curve at half-maximal effect
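Fluorescence polarization: 7 uM MLL-CXXC (stock) preincubated 5 min with compounds, then 50 nM fluorescein-HOX-A9 DNA (stock) added; 30 min ambient. Buffer 50 mM Tris-HCl pH 7.5, 50 mM NaCl, 1 mM DTT, 0.05% BSA.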
MBNL1-CUG inh: inhibitors of human MBNL1 binding to CUG repeat RNA; TR-FRET MBNL1-His/biotin-(CUG)12 binding, 665/545 ratio; AID 2675; 0.036% of 280,000 active; Potency, µM (highest dose often 57.5 µM), without a hit: top-dose activity change, negative = inhibition, usual class: inhibitors; Q9NR56; active = well fitted inhibition curve with a large enough effect in the signal ratio, with a control signal flat, not every such curve was filed as active; inconclusive = small, poorly fitted or top-dose-only effect, or effect the other way, or a change in a side signal; inactive = no such curve, though single readings can be large or run the other way; the % refers to the signal ratio; also: potency is read from the fitted curve at half-maximal effect; % is scaled to controls: 0 for no effect and ±100 for the full control effect
Target sequence (Q9NR56 whole entry, looked up): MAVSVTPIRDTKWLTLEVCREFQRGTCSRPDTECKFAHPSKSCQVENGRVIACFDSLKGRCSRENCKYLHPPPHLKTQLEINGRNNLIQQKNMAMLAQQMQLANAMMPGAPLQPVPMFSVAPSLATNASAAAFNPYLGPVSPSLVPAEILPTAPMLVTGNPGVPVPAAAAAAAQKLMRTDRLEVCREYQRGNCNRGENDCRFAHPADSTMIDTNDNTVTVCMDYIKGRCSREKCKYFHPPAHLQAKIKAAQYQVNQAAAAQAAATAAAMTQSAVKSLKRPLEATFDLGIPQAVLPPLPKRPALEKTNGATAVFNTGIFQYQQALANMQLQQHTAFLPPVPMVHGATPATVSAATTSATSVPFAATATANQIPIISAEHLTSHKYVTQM
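TR-FRET between His-tagged MBNL1 and biotin-(CUG)12 RNA, detected with Tb anti-His antibody (0.055 ng/ul) and streptavidin-XL665 (5 nM), 60 min at room temperature. Compounds titrated 92 nM to 58 uM; 665/545 nm ratio normalized to buffer and complex controls.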
Mito fusion yeast: blocks mitochondrial division or promotes mitochondrial fusion | S. cerevisiae fusion-defective mutant growth rescue, CellTiterGlo 48 h | Potency, µM (top dose mostly 46.1 µM), for the others: at the highest dose growth rescue (activation), usual class: activators | 0.23% of 320,000 active | AID 485298;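 also: potency is read from the fitted curve at half-maximal effect; % of control where 0% means no effect; nearly all actives have a fitted effect of over 45% in size; temperature-sensitive fusion mutants such as fzo1-1 at 37 °C on non-fermentable ethanol glycerol medium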
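Read-out: ATP-based luminescence (CellTiterGlo, 10 min ambient) reporting growth of fusion-defective ts yeast after 48 hours at 37C on glycerol/ethanol YPEG medium in the presence of compound.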
Integrin act MD: activators of alpha7 integrin expression for muscular dystrophy. AID 624291. 0.064% of 350,000 active. alpha7betagal myoblasts, beta-gal FDG fluorescence, 48 h. Potency, µM (top dose mostly 38.3 µM), for inactives: top-dose activation, most hits filed as activators;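 also: potency is read from the fitted curve at half-maximal effect; 100% = response of the positive control SU9516; nearly all actives have a fitted effect of over 60% in size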
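Alpha7betagal+/- myoblasts (passage 13) were plated 16-24 hr, then exposed to compounds (1:260 dilution of DMSO stock) for 48 hours at 37C. After MPER lysis, β-galactosidase reporter activity was read as FDG fluorescence (ex 480/em 540) after 30 minutes.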
* marks the source's active call; other numbers are inactive results; ? = inconclusive; . = not tested or not shown; [ ] = another dose, or the depositor's remark. Unless noted, calls follow the shape of the dose curve; as a rule, active = well fitted curve in the direction sought with a large enough effect; inconclusive = small, poorly fitted or top-dose-only effect, or another doubt; inactive = no such curve, though single readings can be large; an effect the other way counts as inactive or inconclusive. This is a subset; rates above refer to the full screens.

SMILES	S-ASM inh	PTAP TSG101 blk	TSHR antagonist	TCR activator	Menin MLL FP TR	A-T KAP1 phos	MLL CXXC-DNA inh	MBNL1-CUG inh	Mito fusion yeast	Integrin act MD
Cc1ccc(OCCC(=O)Nc2ccc(F)c(Cl)c2)cc1	-5%	-4%	-4	-4%[46.1 µM]	34%[activator]	0%	10%	-8%	0%	-12%
CC1CCC(NC(=O)c2ccc(CS(=O)(=O)Cc3ccccc3F)o2)CC1 (configuration not stated)	-2%	-3%	23	4%	9%	1%	0%	-5%	-1%	-6%
O=C(CN1C(=O)COc2ccccc21)N1CCOCC1	1%	-5%	15	-10%	.	-1%	5%	-2%	-3%	-9%
COC(=O)Cc1ccc(NC(=S)N2CCN(C(=O)C3CCCO3)CC2)cc1 (configuration not stated)	1%	-1%	17	8%	.	2%	5%	-2%	-4%	0%
COc1ccc(C#Cc2c(-c3ccccc3)n(-c3ccccc3)c3ccc(CO)cc23)cc1	.	-1%	9	2%	.	21%	.	.	.	16%
Cn1c(NCc2ccccc2Cl)nc2ccccc21	1%	-2%	.	-3%	.	.	.	.	.	0%
CN(CC1CCCO1)S(=O)(=O)c1ccc(C(=O)Nc2ccc(S(N)(=O)=O)cc2)cc1 (configuration not stated)	1%	-1%	-1	3%	.	?	37%	-5%	-1%	1%
CCCCCn1c(=NC(=O)c2cccnc2)c(C#N)cc2c(=O)n3cccc(C)c3nc21	.	1%	.	-3%	.	.	.	.	.	20%
COc1cc(OC)c(NC(=O)Cn2cccc2)cc1Cl	-1%	-2%	5	0%	1%	-7%	7%	-4%	-6%	1%[7.66 µM]
O=C(Cc1ccc(NC(=O)C2CCCN(C(=O)C3CCCCC3)C2)cc1)Nc1cccc(C(=O)N2CCCCC2)c1 (configuration not stated)	-3%	-2%	.	-7%	.	.	.	.	.	-2%
CCOc1ccc(C(=O)C(CCC(CN(C)C)C(=O)c2ccc(OCC)cc2)CN(C)C)cc1 (configuration not stated)	-4%	-6%	13	-2%[46.1 µM]	-20%	?	-24%	.	16%	-61%[inhibitor]
CCCN(C(=O)c1cc(S(=O)(=O)N(C)c2ccc(OCC)cc2)ccc1C)C1CCS(=O)(=O)C1 (configuration not stated)	-3%	-4%	-13	1%	.	-3%	.	.	-3%	5%
CCOC(=O)C1(C(F)(F)F)N=C(c2ccccc2F)OC(N(C)C)=N1 (configuration not stated)	-1%	0%	1	-2%	.	-4%	2%	-5%	5%	-4%
Cc1cc(NS(=O)(=O)c2ccc(NC(=O)C(C)Oc3cccc(C)c3C)cc2)nc(C)n1 (configuration not stated)	-3%	.	-9	4%	-12%	1%	8%	-7%	-2%	-17%
COc1cc(OC)cc(C(=O)N[C@H](C(=O)Nc2nc3ccc(S(C)(=O)=O)cc3s2)C(C)C)c1	2%	0%	5	0%	9%	2%	17%	?	4%	23%
Cc1ccc(C=Nc2ccc(N(C)C)cc2)o1	3%	-13%	-20	.	?	13%	1%	?	-7%	-51%[inhibitor]
COc1cccc(N/C(SCc2ccccc2C)=C(/C#N)C(=O)NCc2cccs2)c1	-4%	-3%	-1	-1%[46.1 µM]	6%	11%	-1%	0%	-5%	20%
CCN(CC)C(=O)CSc1nc2ccccc2o1	0%	-13%	2	0%[46.1 µM]	-10%	-1%	-5%	0%	0%	5%
Cc1ccc(-c2noc(CC(=O)c3ccc([N+](=O)[O-])cc3)n2)cc1	-2%	-1%	.	-7%	.	.	.	.	.	19%
Cc1cccc(CCN(CC(=O)NC(C)(C)C)C(=O)c2csnn2)c1	0%	-3%	2	-4%	0%	-5%	4%	-6%	3%	9%
O=C(CCCOc1ccccc1)N1CCN(c2ccccc2)CC1	-7%	0%	-5	-5%	2%	.	9%	6%	4%	0%
Cc1ccc(S(=O)(=O)NCc2cccnc2)cc1C(=O)N1CCCC1	-1%	1%	1	0%	17%	5%	-6%	-3%	1%	13%
COc1ccc(S(=O)(=O)NC(C)C(=O)NCc2ccc3c(c2)OCO3)cc1OC (configuration not stated)	1%	-1%	13	-6%	-3%	3%	3%	1%	-3%	7%
COc1cc(CC(=O)OCC(=O)c2c[nH]c3ccccc23)cc(OC)c1OC	-2%	-7%	-12	6%	.	2%	.	.	3%	14%
Cc1ccc2ccccc2c1NC(=O)c1ccco1	-1%	-5%	1	-8%	25%	-2%	17%	1%	-1%	-5%
O=C(NNC(=O)c1ccccc1F)c1ccc(-c2ccc(Cl)cc2)o1	-4%	-7%	0	-88%	.	20%	.	.	9%	-18%
CC(C)(C)c1cc(N2CCOCC2)n2ncc(-c3ccc(Cl)cc3)c2n1	162%[activator]	-6%	6	-2%	59%[activator]	49%	7%	0%	-34%[inhibitor]	-4%
Cc1c(Cl)cccc1NC(=S)N1CCN(c2ncccn2)CC1	-4%	-4%	18	-10%[46.1 µM]	-28%	-3%	4%	-20%	-2%	-29%
CC(C)CN(CCNC(=O)CN1N=C(c2ccc(Cl)cc2)CCC1=O)CC(C)C	-1%	-8%	1	-9%	2%	3%	12%	-1%	1%	-27%
COCc1nnc(NS(=O)(=O)c2ccc(F)cc2)s1	6%	-4%	24	-4%	-5%	7%	0%	5%	-1%	-3%
CC(C)(C)c1ccc(C(=O)NCCC(=O)N2CCC3(CC2)NCCc2[nH]cnc23)cc1	0%	-6%	-1	-3%	-1%	1%	3%	-9%	1%	-8%
O=[N+]([O-])c1ccc(Oc2ccc(Oc3ccc(C(F)(F)F)cn3)cc2)nc1	0%	-2%	-11	-6%	.	-1%	-9%	19%	-1%	35%
CCOC(=O)c1cnc2nc(C)[nH]n2c1=O	3%	-2%	-1	-2%	?	10%	-2%	10%	-3%	-4%
COC(=O)c1ccc(-c2c(-c3ccccc3)ncc3cc(F)ccc23)cc1	-7%	-12%	-5	-6%	.	29%	.	.	-20%	4%
COc1ccc(OC)c(NC(=O)CCC(=O)Nc2nnc(C(C)C)s2)c1	1%	-1%	3	3%	.	0%	20%	-4%	9%	-34%
Cc1ccccc1OCC(O)Cn1c(NCc2ccco2)nc2c1c(=O)[nH]c(=O)n2C (configuration not stated)	0%	-7%	5	-1%	-7%	16%	11%	-20%	6%	6%
c1ccc(CN2C3=NCCCN3c3ccccc32)cc1	4%	4%	-2	-2%[46.1 µM]	?	5%	-7%	-9%	2%	-1%
CCCC(C)C(=O)Nc1nc(C)c(-c2csc(Nc3ccc(Cl)cc3)n2)s1 (configuration not stated)	2%	-6%	1	2%	?	0%	17%	23%	-5%	-23%
CC(C)n1c(SCC(N)=O)nc2c1c(=O)[nH]c(=O)n2C	4%	-2%	14	-3%	6%	-3%	-2%	0%	-1%	0%
CCCN1Cc2cccc(C(=O)NC(CC(=O)OCC)c3ccc(C)cc3)c2C1=O (configuration not stated)	2%	0%	-3	0%	?	6%	-1%	3%	6%	-4%
O=C(Nc1ccc(F)c(F)c1)C1CCN(S(=O)(=O)c2cccs2)CC1	-2%	-5%	13	4%	.	4%	.	.	11%	-17%
COc1cc(Br)c(C2C(C#N)=C(N)Oc3n[nH]c(-c4cccnc4)c32)cc1OC (configuration not stated)	2%	0%	6	4%	?	-4%	-11%	-3%	4%	-13%
O=C(COC(=O)/C=C/c1ccccc1[N+](=O)[O-])NCc1ccco1	5%	0%	4	4%	.	4%	.	.	.	2%
Cc1c(C(=O)N(C)CCOc2ccccc2)oc2c(Cl)cccc12	-3%	0%	-10	-1%	.	12%	.	.	8%	-5%
CN(C(=O)c1ccco1)c1nc(-c2ccc(F)cc2)cs1	12%	-2%	-7	.	-9%	-3%	-6%	13%	-2%	0%
CC1CCc2nc(NC(=O)CN3CCN(c4ccccc4)CC3)sc2C1 (configuration not stated)	-6%	2%	-14	-5%	-12%	-3%	4%	2%	18%	-8%
COc1cc2c(cc1NC(=O)c1cc(-c3ccncc3)nc3ccccc13)oc1ccccc12	?	0%	32	1%[46.1 µM]	11%	-3%	11%	11%	0%	-11%
Cc1ccc(Nc2nnc(SCC(=O)NC3CCCc4ccccc43)s2)cc1 (configuration not stated)	-2%	-5%	-14	-3%[46.1 µM]	0%	5%	0%	-3%	2%	-8%
O=C(CN1CCC(C(=O)O)CC1)Nc1ccccc1Oc1ccccc1	0%	-8%	8	-1%	.	2%	-3%	-14%	-3%	-20%
